Assay outcomes from PubChem.
Rtt109 Vps75: inhibitors of C. albicans Rtt109/Vps75 HAT, primary screen, biochemical, ThioGlo CoA-SH fluorescence, plate reader; purified Rtt109/Vps75, 4 h; inhibition, % at 34.9 µM; 0.16% of 330,000 active; AID 540336, 2011;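 active = inhibition of at least 50% in every replicate; inconclusive = best replicate reaches 50% inhibition but some replicates fall short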
Target sequence (Q5AAJ8 whole entry, looked up): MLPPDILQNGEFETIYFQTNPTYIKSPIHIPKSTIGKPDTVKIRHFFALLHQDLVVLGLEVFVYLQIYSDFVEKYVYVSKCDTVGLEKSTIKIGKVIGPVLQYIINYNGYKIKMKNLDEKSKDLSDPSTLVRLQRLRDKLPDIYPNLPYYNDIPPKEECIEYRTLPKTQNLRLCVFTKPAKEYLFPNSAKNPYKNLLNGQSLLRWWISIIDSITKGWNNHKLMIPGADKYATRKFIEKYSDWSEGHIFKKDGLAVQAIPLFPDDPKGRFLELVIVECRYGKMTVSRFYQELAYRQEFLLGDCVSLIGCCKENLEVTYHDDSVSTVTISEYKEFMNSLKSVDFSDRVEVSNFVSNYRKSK
phage Ecoli inh: growth loss of phage-infected E. coli, primary screen, RecBCD inhibitor project, absorbance, with phage, HTS | inhibition, % at 11.9 µM | 0.26% of 360,000 active | AID 651602, 2012; in the data active = inhibition above about 11%
PvdQ inh: P. aeruginosa PvdQ acylase inhibitors, primary screen, biochemical, fluorescence, plate reader and imaging, single point; PvdQ acylase [Pseudomonas aeruginosa LESB58]; purified PvdQ acylase; inhibition, % at 10 µM; 0.063% of 340,000 active; in the data active = inhibition above about 30%, passing the limit was not always enough; inconclusive = no clear call, values can overlap the other calls;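 also: 0% = vehicle neutral wells and 100% = reference inhibitor wells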
E coli growth: E. coli V3065 growth inhibition, primary screen, counter-screen for AddAB inhibitor project, absorbance, OD600; 18 h; inhibition, % at 11.9 µM; 0.27% of 330,000 active;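 active = inhibition above the campaign's mean inhibition across all tested compounds plus 3 SD, cut at about 9.9% in these data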;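 also: uninfected addAB+ strain grown without phage in ampicillin broth; 0% = DMSO wells and 100% = ciprofloxacin 0.95 µg/ml wells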
PfHsp90 set2: growth inhibition of PfHsp90-expressing yeast, primary screen, antimalarial PfHsp90 inhibitor project, S. cerevisiae, BacTiter-Glo luminescence, single point, set 2. BacTiter-Glo ATP, 48 h; yeast lacking PDR1 and PDR3 efflux regulators. AID 504621, 2011. inhibition, % at 9.4 µM. 0.32% of 310,000 active;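 active = every replicate shows inhibition above about 80%, whatever the replicate mean, limit read from the data; inconclusive = mean inhibition reaches the set limit but some replicate falls short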;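 also: 0% = DMSO neutral controls and 100% = 20 µM radicicol positive controls; yeast relying on Plasmodium falciparum Hsp90 in place of its own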
CAL PDZ FP: CAL PDZ peptide-binding inhibitors, primary screen, biochemical, fluorescence polarization, Cer-tagged CAL PDZ, HTS. AID 504414, 2011. Golgi-associated PDZ and coiled-coil motif-containing protein (Homo sapiens), Q9HD26. 0.02% of 330,000 active. inhibition, % at 20 µM. purified CAL PDZ, TMR-peptide fluorescence polarization, 1 h;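 active = highest replicate inhibition of at least 40%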;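 also: plate controls were DMSO neutral control wells for no effect and unlabeled competitor peptide control wells for full effect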
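System: tagged CAL PDZ domain. Schedule: 1 h room-temperature incubation prior to read. Signal: fluorescence polarization (mP). Measure: percent inhibition from loss of millipolarization.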
Tat transport: E. coli Tat export inhibitors, primary screen, MC4100, TorA-mCherry reporter, fluorescence, single point; inhibition, % at 10 µM; 0.036% of 340,000 active; AID 488895, 2010;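 active = mean replicate inhibition at least 50% and at least half of replicates individually reaching 50%; inconclusive = only one of the two criteria met; inactive = neither criterion met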;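 also: exported cargo escapes ClpAP degradation while cytoplasmic cargo is degraded and loses fluorescence; 0% = median of neutral control wells and 100% = median of NaSCN control wells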
Wnt bcat act: Wnt/beta-catenin pathway activators, primary screen, cell-based, plate reader, single point. Wnt/beta-catenin reporter cell assay, activator. activation, % at 9.35 µM. 1.2% of 300,000 active. AID 743398, 2014; in the data active = activation above about 30%, passing the limit was not always enough; inconclusive = no clear call, values can overlap the other calls;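 also: 0% = neutral control wells and 100% = positive control wells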
AddAB inh: growth inhibition of E. coli expressing H. pylori AddAB, primary screen, AddAB inhibitor project, absorbance; 0.29% of 330,000 active; inhibition, % at 11.9 µM; AID 435030, 2010; in the data active = inhibition above about 12%;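 also: 0% = vehicle wells of infected cells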
DAGLB inh: DAGLB lipase inhibitors, primary screen, biochemical, fluorescence, HTS; AID 504411, 2011; HEK293T DAGLB membrane lysate, EnzChek fluorogenic substrate; 0.059% of 340,000 active; inhibition, % at 5.17 µM; Diacylglycerol lipase-beta (Homo sapiens), Q8NCG7; in the data active = inhibition above about 34%;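 also: 0% = enzyme with vehicle and 100% = wells lacking enzyme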
Target sequence (Q8NCG7 whole entry, looked up): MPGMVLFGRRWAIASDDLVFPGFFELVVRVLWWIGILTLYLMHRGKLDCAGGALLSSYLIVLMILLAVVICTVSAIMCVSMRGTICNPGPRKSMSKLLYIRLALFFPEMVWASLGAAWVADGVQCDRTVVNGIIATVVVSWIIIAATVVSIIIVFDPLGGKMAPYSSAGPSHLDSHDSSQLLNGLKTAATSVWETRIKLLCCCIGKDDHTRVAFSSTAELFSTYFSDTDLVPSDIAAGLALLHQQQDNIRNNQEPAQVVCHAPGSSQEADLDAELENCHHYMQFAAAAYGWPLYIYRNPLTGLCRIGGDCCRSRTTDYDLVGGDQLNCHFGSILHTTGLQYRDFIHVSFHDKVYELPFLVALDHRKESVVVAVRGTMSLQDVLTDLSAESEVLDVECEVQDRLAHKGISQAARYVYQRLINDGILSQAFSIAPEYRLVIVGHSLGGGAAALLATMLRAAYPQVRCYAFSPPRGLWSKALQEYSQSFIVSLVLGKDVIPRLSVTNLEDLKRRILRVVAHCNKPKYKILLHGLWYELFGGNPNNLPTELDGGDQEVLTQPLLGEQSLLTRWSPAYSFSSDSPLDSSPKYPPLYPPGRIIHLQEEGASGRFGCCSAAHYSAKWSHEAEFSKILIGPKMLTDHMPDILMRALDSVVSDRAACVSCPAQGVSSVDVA
Starred values were filed as active, the others as inactive; ? = inconclusive; . = no result given.

SMILES	Rtt109 Vps75	phage Ecoli inh	PvdQ inh	E coli growth	PfHsp90 set2	CAL PDZ FP	Tat transport	Wnt bcat act	AddAB inh	DAGLB inh
O=c1c(-c2ccccc2)c(O)nc(SCCN2CCOCC2)n1-c1ccccc1	9	1.0	-10	-0.7	-8	0.2	-4	.	0.5	1
COC(=O)CCCn1nc(NC(=O)c2ccco2)cc1C	-1	-2.9	-13	1.0	28	0.3	7	2	3.4	0
Nc1nc(-c2ccccc2)c(N=Nc2ccc(Cl)cc2)s1	-12	1.1	8	-2.8	2	-1.7	-11	-1	2.8	51*
CC(C)(C)C(=O)OCCn1c(=O)c2cc3c(=O)n(CCOC(=O)C(C)(C)C)c(=O)c3cc2c1=O	1	1.6	-6	-2.2	.	-1.5	-8	2	2.3	-1
O=S(=O)(NCCc1ccccc1)c1ccc(F)cc1	0	0.5	5	-0.1	-15	-0.4	1	0	2.2	-3
CCN1C[C@@H]2[C@@H]3C(=O)N(Cc4ccccc4)C(=O)[C@@H]3[C@](C)(C1=O)N2C(=O)c1ccc(Cl)c(Cl)c1	-2	-0.6	-16	.	-10	-1.0	-1	-1	.	-1
O=C(c1ccccc1)c1coc(-c2ccccc2)c1	12	4.1	-4	.	1	-0.8	3	12	.	-13
CCOc1ccc(C(=O)NC(C(=O)NCCc2ccc(S(N)(=O)=O)cc2)C(C)C)cc1 (stereo not given)	2	1.4	3	-0.1	-5	-3.4	-2	-2	0.9	-3
Cc1ccc(C)c(S(=O)(=O)N2CCCCC2CCNC(=O)C(=O)NCc2ccncc2)c1 (stereo not given)	15	0.5	8	-2.5	3	-0.8	2	-3	0.0	-2
COc1ccc(-n2nc3c(c2NC(=O)c2ccc(S(=O)(=O)N4CCOCC4)cc2)CS(=O)(=O)C3)cc1	8	4.7	4	1.4	0	-0.1	0	0	-1.7	1
Cc1[nH]c2ccccc2c1Cc1nnc(SCCC#N)o1	0	4.8	-7	-1.3	.	-2.0	1	.	1.8	0
Cc1ccc(S(=O)(=O)N(C)CC(=O)OCC(=O)NC(=O)NC(C)C)cc1	4	2.1	-7	-0.3	3	-0.5	6	0	0.3	6
COC(=O)c1cc(=O)[nH]c(SCc2cccc(C)c2)n1	2	2.5	-7	-1.4	-1	-0.7	-11	0	2.3	-3
OCC[C@@H]1C[C@H](O)[C@@H](O)[C@]2(CCCO2)O1	4	2.6	0	-0.9	.	0.7	-9	-1	1.6	-2
CCOc1ccc(S(=O)(=O)Nc2ccc(F)cc2)c(C)c1C	-3	2.0	-16	1.6	-20	.	12	.	0.3	-7
O=c1ccc2ccc(O[C@@H]3O[C@H](CO[C@@H]4OC[C@](O)(CO)[C@H]4O)[C@@H](O)[C@H](O)[C@H]3O)cc2o1	-1	3.9	-4	-2.0	-14	0.7	10	-12	1.1	-1
CCC1CCCCN1CCNC(=O)c1[nH]c(C)c(C(C)=O)c1C (stereo not given)	0	1.4	-16	-0.9	-8	-0.1	3	.	3.6	0
Cc1cccc(NC(=O)c2cc(S(=O)(=O)N(C)c3ccc(F)cc3)ccc2Cl)n1	12	1.6	-9	-0.7	.	-3.8	4	-2	-0.2	-3
COc1ccc(NC(=O)CSc2nc(=O)n(CCN3CCOCC3)c3c2CCC3)c(OC)c1	-7	4.5	-13	1.0	9	-0.7	6	0	-0.3	1
COC(=O)c1ccc2c(=O)n(CCN3CCOCC3)c(=S)[nH]c2c1	-50	1.4	-2	0.6	-11	-2.4	4	.	2.1	0
CCOc1ccccc1C(=O)N/N=C/c1c[nH]c2ccccc12	-1	3.4	-14	0.2	-19	0.5	-5	0	2.1	0
O=C(Oc1cccc2cccnc12)c1ccc2c(c1)OCCO2	1	0.1	-13	-3.5	71	-2.0	1	-7	-1.8	-2
O=C(NCc1cccnc1)C(=O)NCC(c1ccco1)N1CCN(c2ccccc2F)CC1 (stereo not given)	11	0.0	-18	-0.9	-5	-0.8	0	.	2.4	-2
Cc1onc(-c2c(F)cccc2Cl)c1C(=O)N1CCc2ccccc21	1	.	-7	-0.7	4	.	4	1	-0.5	-3
CC(C)(C)OC(=O)NC(CCCCNC=O)C(=O)O (stereo not given)	-10	2.3	-10	0.0	-14	-1.3	-12	-6	1.0	1
O=C(CCC1CCCN(C(=O)c2ccc3cc[nH]c3c2)C1)N1CCN(c2ccccn2)CC1 (stereo not given)	6	0.8	-7	1.9	1	-1.1	4	-1	-0.4	-2
C=CCn1c(O)c2ccc(C(=O)N=NC(=O)c3ccc(F)cc3)cc2c1O	-7	1.3	-8	0.9	4	-3.0	-7	0	0.9	0
CCOc1ccc(S(=O)(=O)N2CCN(C(=O)c3cccnc3)CC2)cc1	-9	1.7	-13	-0.8	18	-1.6	-2	-2	0.5	3
Cc1ccc2c(c1)cc(CN(C(=O)N1CCOCC1)C1CCCC1)c1nnnn12	1	2.8	-4	1.3	-5	0.0	-1	-9	3.9	1
Cc1nc(SCC(=O)N2CCOCC2)c2c(C)c(C)sc2n1	4	-0.9	3	0.2	-2	-1.0	10	-2	-0.1	-1

Single values from the entries so far.
Cc1ccc2c(c1)cc(CN(C(=O)N1CCOCC1)C1CCCC1)c1nnnn12 – phage Ecoli inh: 2.8
C=CCn1c(O)c2ccc(C(=O)N=NC(=O)c3ccc(F)cc3)cc2c1O – phage Ecoli inh: 1.3

Continued.
SMILES	Rtt109 Vps75	phage Ecoli inh	PvdQ inh	E coli growth	PfHsp90 set2	CAL PDZ FP	Tat transport	Wnt bcat act	AddAB inh	DAGLB inh
O=C(Cc1c(F)cccc1Cl)N1CCN(S(=O)(=O)c2cccs2)CC1	-1	5.6	9	-1.0	-16	-0.1	-5	-2	1.3	-2
COc1ccc(OC)c(S(=O)(=O)Nc2ccccc2C(F)(F)F)c1	17	1.7	2	0.1	23	-0.2	3	1	2.6	-1
N#Cc1c(-c2ccc3c(c2)OCO3)csc1N	3	2.6	12	-1.8	-6	-0.7	-5	5	-0.3	-3
CCCSc1ccc([C@H]2N[C@@](C)(C(=O)OC)[C@H]3C(=O)N(C)C(=O)[C@@H]23)cc1OC	-3	1.4	-3	-2.3	19	-1.2	-4	-2	-0.5	1
O=C1NC(=S)S/C1=C\c1coc2ccc(O)cc2c1=O	22	0.8	-2	2.5	-9	-5.5	-4	3	2.8	7
Cc1ccc(O)c(NC(=O)C2=CC(c3ccco3)=NS(=O)(=O)N2C)c1	0	1.2	-10	-1.9	18	-0.8	-1	-1	3.9	4
COc1ccc(-c2csc(NC(=O)CSc3nnc(Nc4ccccc4C)s3)n2)cc1	-2	1.0	-4	-2.7	-23	-0.4	-2	-2	2.6	5
CC(Oc1ccc2c3c(c(=O)oc2c1)CCCC3)C(=O)NCc1cccnc1 (stereo not given)	8	-0.2	8	3.2	-8	-1.7	16	0	4.6	0
CCc1cccc(CC)c1NC(=O)COC(=O)c1cccc(S(=O)(=O)N2CCc3ccccc3C2)c1	-1	2.5	-16	1.2	3	-0.8	-9	-2	2.6	-3
O=C(Nc1ncc(Cc2ccc(SC(F)F)cc2)s1)c1ccc(OC(F)F)cc1	2	1.6	-3	2.3	-14	-0.6	-2	-15	1.6	-3
Cc1ccc(OCC(O)CN2CCc3ccccc3C2)c(C)c1 (stereo not given)	-2	2.5	6	1.0	11	-2.5	7	0	1.2	-8
CCCCNC(=O)CN1C(=O)NC2(CCOc3ccccc32)C1=O (stereo not given)	1	0.2	-24	-2.1	4	-0.8	-5	0	3.1	1
CC1=CCC(C(=O)O)C(C(=O)NC2CCCCC2)C1 (stereo not given)	6	-0.3	-12	1.3	0	-0.4	-11	-6	0.7	0
CCc1cccc(NC(=O)C2CCCN(S(=O)(=O)c3ccc4[nH]c(=O)ccc4c3)C2)c1 (stereo not given)	-8	-0.3	-8	-1.9	-48	-2.5	-4	2	4.4	0
COc1ccc2c(c1)O/C(=C\c1ccccc1C)C2=O	5	2.6	-5	0.3	4	1.1	6	12	-1.0	-12
Cc1nn(Cc2ccc(C(=O)N/N=C/c3ccncc3)o2)c(C)c1Cl	-2	1.6	-15	.	14	-0.9	4	2	.	1
C=C1CCN([C@@H](C)C(=O)NCc2ccc(Cl)cc2)S(=O)(=O)c2ccccc21	10	4.9	10	1.6	.	-0.3	-17	0	4.6	-2
O=C(NCC(c1cccs1)N1CCOCC1)c1cc(Cl)ccc1[N+](=O)[O-] (stereo not given)	1	1.2	-3	-0.2	-17	-0.5	-3	1	2.4	3
Cc1oc(S(=O)(=O)N(C)C)cc1C(=O)Nc1ccc(Cl)cc1	-1	1.1	-15	0.0	-4	-0.5	-8	-2	1.5	3
Cc1ccccc1OCC(=O)Nc1cc(Cl)ccc1Oc1ccccc1	-2	4.0	-10	-1.7	22	-0.3	-2	-1	-0.2	-17
COc1ccc(C(=O)NNC(=O)c2ccc(F)c(S(=O)(=O)N3CCOCC3)c2)cc1	-4	-0.8	-3	1.7	.	-0.4	-5	-2	-1.4	-2
CCOc1ccc2c(c1)c(=O)c(S(=O)(=O)c1ccc(C)cc1)cn2CC	8	0.3	-10	-3.6	2	-2.6	-5	-1	1.0	-1
COc1cc2cc(CCCOC(=O)c3ccco3)oc(=O)c2cc1OC	-2	1.6	-20	-1.0	22	-1.5	15	-2	1.9	2
O=C(COc1ccccc1)NCCSCc1ccccc1Cl	-6	2.5	-8	1.4	0	-1.9	10	8	-0.5	-13
CCn1c(SCC(=O)NCC2CCCO2)nc2cc(S(=O)(=O)N3CCCCC3)ccc21 (stereo not given)	.	2.8	-18	-1.1	-4	-0.5	-7	-7	-1.2	-3
COc1cc(NS(=O)(=O)c2ccc(NC(=O)CCC(=O)O)cc2)nc(OC)n1	-11	3.1	-4	-1.0	13	0.0	-3	3	1.1	0
O=[N+]([O-])c1ccc(S(=O)(=O)c2cccc(C(F)(F)F)c2)nc1	?	.	3	1.2	81*	0.1	-17	.	0.0	-8
CC(=O)N(/N=C1\Sc2ccccc2C1=O)c1ccccc1	3	0.9	-6	.	-6	0.2	2	.	.	1
O=C(CNc1cccc2ccccc12)N/N=C/c1ccc(OC(=O)/C=C/c2ccco2)cc1	.	2.3	-8	.	7	-1.5	-11	19	.	2
CCOC(=O)Cc1csc(NC(=O)Nc2ccccc2)n1	6	3.6	-21	2.5	-5	-1.8	5	8	3.8	-2

Profiles from above:
Record of COc1ccc(-n2nc3c(c2NC(=O)c2ccc(S(=O)(=O)N4CCOCC4)cc2)CS(=O)(=O)C3)cc1 → Rtt109 Vps75 = 8; phage Ecoli inh = 4.7; PvdQ inh = 4; E coli growth = 1.4; PfHsp90 set2 = 0; CAL PDZ FP = -0.1; Tat transport = 0; Wnt bcat act = 0; AddAB inh = -1.7; DAGLB inh = 1
Record of CCOC(=O)Cc1csc(NC(=O)Nc2ccccc2)n1 → Rtt109 Vps75 = 6; phage Ecoli inh = 3.6; PvdQ inh = -21; E coli growth = 2.5; PfHsp90 set2 = -5; CAL PDZ FP = -1.8; Tat transport = 5; Wnt bcat act = 8; AddAB inh = 3.8; DAGLB inh = -2
